# Source: PubChem (Broad Institute)
# RAD54 branch – inhibitors of human RAD54 branch migration, primary screen, biochemical, fluorescence, single point; inhibition, % at 10.4 µM; 0.14% of 360,000 active; RAD54 Holliday junction branch migration, FAM/BHQ fluorescence;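 active = mean normalized replicate activity at least 40 and at least half of replicates scoring 40 or more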;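 note: 0% = median of neutral control wells and 100% = median of positive control wells; inhibitors cause a drop in the FAM fluorescence signal; in these data hits start at about 50%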
# Target sequence (Q92698 whole entry, looked up): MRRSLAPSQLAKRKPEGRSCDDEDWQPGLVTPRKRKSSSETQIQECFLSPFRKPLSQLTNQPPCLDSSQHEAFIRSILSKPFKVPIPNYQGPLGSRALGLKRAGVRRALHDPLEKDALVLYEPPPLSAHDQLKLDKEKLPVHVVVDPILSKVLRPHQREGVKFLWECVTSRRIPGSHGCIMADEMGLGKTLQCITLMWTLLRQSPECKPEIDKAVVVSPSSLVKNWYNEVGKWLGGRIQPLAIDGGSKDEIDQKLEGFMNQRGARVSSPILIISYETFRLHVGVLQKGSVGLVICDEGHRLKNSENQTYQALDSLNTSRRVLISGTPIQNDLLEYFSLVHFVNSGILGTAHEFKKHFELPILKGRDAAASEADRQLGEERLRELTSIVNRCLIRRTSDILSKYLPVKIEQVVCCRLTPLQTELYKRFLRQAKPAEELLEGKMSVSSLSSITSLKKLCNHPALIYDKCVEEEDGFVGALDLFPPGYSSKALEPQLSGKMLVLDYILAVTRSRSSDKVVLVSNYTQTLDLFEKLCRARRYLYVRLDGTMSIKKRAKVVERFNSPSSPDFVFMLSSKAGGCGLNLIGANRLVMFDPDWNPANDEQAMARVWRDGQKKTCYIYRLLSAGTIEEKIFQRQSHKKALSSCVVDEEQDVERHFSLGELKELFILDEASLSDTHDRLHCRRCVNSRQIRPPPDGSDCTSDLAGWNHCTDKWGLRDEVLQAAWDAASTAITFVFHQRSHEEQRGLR
# esBAF inh – Bmi1 luciferase reporter increase in mESCs, primary screen, esBAF inhibitor project, mouse ES cells, Bmi1 luciferase knock-in, single point; 24 h; 100% = twice the neutral-well signal; reporter increase, % at 12.5 µM; 2% of 350,000 active; AID 602393, 2012; in the data active = activation above about 40%;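 note: 0% = median of the plate's neutral control wells and 100% = double that signal; a rise in the Bmi1 reporter signal indicates esBAF inhibition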
# CFTR F508del cor – F508del CFTR correction, initial screen, CFBE line, single point. 0.36% of 350,000 active. CFBE cells, YFP halide quenching; stimulated with forskolin plus potentiator P3; % fluorescence drop versus neutral controls. activity (quench increase), % at 7.58 µM;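 active = mean added fluorescence quench of at least 8% versus neutral control, with both replicates also reaching 8%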;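 note: cells transiently co-express mutant CFTR-F508del with the halide-sensitive YFP; corrector assay measuring rescue of mutant channel to the surface after 24 h compound exposure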
# ARNT TACC3 PPI – disruptors of ARNT/TACC3 protein interaction, primary screen, biochemical, AlphaScreen, single concentration; AlphaScreen His-ARNT PAS-B/GST-TACC3 binding, luminescence; TACC3 fragment carries E629A point mutation; 0.66% of 390,000 active; inhibition, % at 9.99 µM;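 active = mean inhibition of replicates at least 50% and at least half of replicates each reaching 50%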;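 note: 0% = complete ARNT plus TACC3 wells and 100% = ARNT alone without TACC3; many hits fall short of the cut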
# ERAP1 inh – human ERAP1 aminopeptidase inhibitors, primary screen, biochemical, single point, plate reader | recombinant ERAP1, Leu-AMC fluorescence, 60 min | inhibition, % at 10.7 µM | 0.15% of 340,000 active | AID 652197, 2013;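 active = mean replicate inhibition of at least 30%, or all replicates individually reaching that 30% level; inactive = mean below 30% and not every replicate reaching it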;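 note: 0% = neutral control wells and 100% = L-leucinethiol positive control wells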
# RAD52 anneal inh – RAD52 DNA annealing inhibitors, primary screen, biochemical, FRET, single point, set 2; 0.46% of 360,000 active; recombinant RAD52 DNA annealing, FRET fluorescence; DNA repair protein RAD52 homolog (Homo sapiens), P43351; inhibition, % at 18.7 µM;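 active = every replicate showing at least 50% inhibition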
# GSIS activator – GLuc luminescence reporter in INS-1E cells, primary screen for activators of glucose-dependent secretion of insulin; activation, % at 16.6 µM; 0.61% of 370,000 active; INS-1E GLuc reporter insulin secretion, 2-3 h;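 active = lowest replicate activation of at least 40%, so every replicate reaches that level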;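 note: 0% = median of neutral control wells and 100% = median of IBMX positive control wells; some compounds called inactive have numbers as strong as hits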
# Xi reactivation – activators of inactive X chromosome reactivation, primary screen, imaging, XiGFP fibroblasts, GFP high-content imaging, set 2; XiGFP mouse fibroblasts, % GFP-positive cells imaging, 3 d; cells co-treated with 5-aza-dC sensitizer; scaled so ellipticine positive control = 100%; activation, % at 7.58 µM; 0.055% of 360,000 active;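 active = mean normalized replicate activation at least 10% and every replicate at or above 10%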;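 note: 0% = median of on-plate neutral control wells and 100% = ellipticine 6 µM median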
#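 Material: SV40-immortalized XiGFP fibroblast cells, line 68-5-11 | Buffer or medium: DMEM containing 5-aza-dC | Dosing: One concentration, pinned | Times: 3 d treatment, 15 min room-temperature fixation | Controls: Ellipticine 6 µM positive control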
# An asterisk follows results filed as active; · = not tested or not shown; & = joins results of further samples.
1. CCC(C)C(=O)OCC1(c2ccc(C)cc2OC(=O)C(C)C)CO1 (stereo not given)
2. CC1(c2nnc(-c3ccc(F)cc3)o2)CC(c2ccc(Cl)cc2)=NO1 (stereo not given)
3. COC(=O)/C(=C\c1ccc2c(c1)c1ccccc1n2C)NC(=O)c1ccccc1
4. CCOc1cc(NC(=S)NCC2CCCO2)c(OCC)cc1NC(=O)c1ccc(C)cc1 (stereo not given)
5. COc1ccc(CCNC(=O)C(=O)NCC2OCCN2S(=O)(=O)c2ccccc2)cc1 (stereo not given)
6. COc1cccc(NC(=O)N2C[C@@H](O)COC[C@H]3O[C@H](CC(=O)NC4CCCC4)CC[C@@H]32)c1

entry no.	1	2	3	4	5	6
RAD54 branch	5	-5	3	·	8	4
esBAF inh	2	-1	·	-6	-11	-4
CFTR F508del cor	0.5	1.7	·	·	-0.5	0.0
ARNT TACC3 PPI	-1	4	2	-10	0	2
ERAP1 inh	2	·	·	·	-1	-2
RAD52 anneal inh	-19	·	·	·	-8	-2
GSIS activator	-7	-18	-4	0	·	10
Xi reactivation	·	0.2	0.2	-0.1	0.1	-0.1

7. Cc1cc(Br)ccc1OCC(=O)NC1CCCC1
8. COC(=O)CCSCC(=O)N1N=C(c2ccc(Br)cc2)CC1c1cccc(OC)c1OC (stereo not given)
9. CC(=O)C12CCCCC1CC1C3CC(C)C4(O)CC(=O)CCC4(C)C3CCC12C (stereo not given)
10. C[C@@H]1CN([C@@H](C)CO)C(=O)c2cccc(NC(=O)c3ccncc3)c2O[C@@H]1CN(C)S(=O)(=O)c1ccc(Cl)cc1
11. CCC(=O)Nc1ccc2c(c1)C(=O)N(C)C[C@@H](OC)[C@@H](C)CN(C(=O)CC)[C@H](C)CO2
12. C[C@H](CO)N1C[C@H](C)[C@H](CN(C)C(=O)Nc2ccccc2F)Oc2ncc(C#CCN(C)C)cc2C1=O

entry no.	7	8	9	10	11	12
RAD54 branch	-3	·	-1	-17	-12	·
esBAF inh	52*	·	-1	2	-5	·
CFTR F508del cor	-3.7	-1.0	-0.6	-0.9	-0.9	-0.2
ARNT TACC3 PPI	-4	13	-4	4	3	·
ERAP1 inh	2	0	1	-1	0	2
RAD52 anneal inh	-3	-4	-6	8	-9	1
GSIS activator	-9	0	6	-29	14	10
Xi reactivation	0.0	0.1	0.0	0.0	0.1	1.1

13. COC(=O)C(C)(C)ONC(=O)Nc1ccccc1Cl
14. CCC(=O)N(C)C[C@@H]1Oc2ncc(-c3ccccc3OC)cc2C(=O)N([C@@H](C)CO)C[C@H]1C
15. COc1ccc(NC(=O)N(C)C[C@@H]2Oc3ccc(NC(=O)CCCCCC(=O)Nc4ccccc4N)cc3C(=O)N([C@H](C)CO)C[C@H]2C)cc1
16. COc1ccccc1C1CC(=O)n2c(nc(-c3ccccc3)c2-c2ccccc2)S1 (stereo not given)
17. CC(C)(Cc1nc2ccccc2[nH]1)c1nc2ccccc2[nH]1
18. CS(=O)(=O)N1CCN(c2ccccc2NC(=O)c2ccc(Br)o2)CC1

entry no.	13	14	15	16	17	18
RAD54 branch	·	-2	·	·	9	3
esBAF inh	·	-5	·	·	-2	-6
CFTR F508del cor	0.0	-0.3	-0.3	·	-4.3	5.3
ARNT TACC3 PPI	-23	-6	·	-2	·	1
ERAP1 inh	0	-2	0	2	1	11
RAD52 anneal inh	-13	-1	3	-21	-31	-8
GSIS activator	0	0	1	6	-5	3
Xi reactivation	0.0	-0.9	-0.6	0.2	-0.1	·

19. CCCNC(=O)N(C)C[C@@H]1Oc2ncc(C3=CCCCC3)cc2C(=O)N([C@@H](C)CO)C[C@@H]1C
20. Oc1ccc2ccccc2c1CN1CCN(c2ccccc2)CC1
21. Cc1ccc(CCNC(=O)C2CCCN(C(=O)N(C)C)C2)cc1 (stereo not given)
22. CCOC(=O)[C@@H]1[C@H]2COc3cc(OC)ccc3[C@@H]2N2C(=O)N(c3ccc(Br)cc3)C(=O)[C@@]12C
23. CC(=O)n1nc(-c2ccccc2)nc1NCc1ccc(N(C)C)cc1
24. N#CC1c2ccccc2C=CN1C(=O)N(c1ccccc1)c1ccccc1 (stereo not given)

entry no.	19	20	21	22	23	24
RAD54 branch	-6	-6	8	-4	-3	-15
esBAF inh	-6	5	-8	-3	59*	2
CFTR F508del cor	-0.1	·	-1.3	-0.8	0.1	·
ARNT TACC3 PPI	·	-3	1	-2	7	-24
ERAP1 inh	3	·	2	1	-1	-9
RAD52 anneal inh	5	·	-17	-11	-9	-1
GSIS activator	-15	-16	15	-42	-14	·
Xi reactivation	1.0	·	·	0.0	0.2	0.2

25. O=C(CSc1nnc(-c2cccc(S(=O)(=O)N3CCCC3)c2)n1-c1ccccc1)Nc1ccc(C(=O)O)cc1
26. NC(c1ccc(F)c(F)c1)c1nc(-c2cncnc2)cs1 (stereo not given)
27. CNC(=O)Nc1ccc2nc(C)sc2c1
28. COc1ccc(C(=O)NC(=S)Nc2ccc([N+](=O)[O-])cc2C)cc1OC
29. Cc1onc(-c2c(Cl)cccc2Cl)c1C(=O)N1CCOCC1
30. COc1ccc(OC)c(NC(=O)C(=O)NNC(=O)c2cccs2)c1

entry no.	25	26	27	28	29	30
RAD54 branch	0	-3	·	-1	-5	·
esBAF inh	-6	-3	·	-4	-1	·
CFTR F508del cor	0.8	-2.3	0.8	2.2	-2.6	3.5
ARNT TACC3 PPI	-2	·	·	-3	-18	-9
ERAP1 inh	0	3	1	-2	-1	1
RAD52 anneal inh	-12	-15	-2	-4	-8	-1
GSIS activator	-8	6	16	35	4	13
Xi reactivation	-0.1	0.0	0.1	·	0.3	0.4

31. O=C(Nc1ccccc1)C1=C[C@H](c2ccc(C(F)(F)F)cc2)C[C@H](OCc2ccc(CO)cc2)O1
32. CN(C)CC(=O)N[C@@H]1CC[C@H](CC(=O)O)O[C@H]1CO
33. COc1cccc(NC(=O)COC(=O)CCn2c(C)csc2=O)c1
34. CC(N=C1NS(=O)(=O)c2ccccc21)C(=O)N1CCc2ccccc2C1 (stereo not given)
35. COc1cccc(C(=O)OCn2nnc3ccccc3c2=O)c1
36. O=C(CCC(=O)c1ccc(F)cc1)Nc1ccccc1Cl

entry no.	31	32	33	34	35	36
RAD54 branch	6	·	-3	-9	-6	·
esBAF inh	·	·	-3	13	-10	·
CFTR F508del cor	2.2&-3.1	0.1	0.4	1.3	-1.9	-4.0
ARNT TACC3 PPI	·	·	-13	-9	3	·
ERAP1 inh	2&2	1	2	-1	-3	-9
RAD52 anneal inh	-25&-79	19	-8	-13	0	-17
GSIS activator	·	-1	-12	-13	6	13
Xi reactivation	0.0	-0.1	0.1	0.0	·	0.1

37. COc1ccc(CN(C)C[C@H]2Oc3ccc(NC(=O)Nc4ccc(F)cc4)cc3C(=O)N([C@@H](C)CO)C[C@@H]2C)cc1
38. CC(NNC(=S)N1CCN(c2ccccn2)CC1)c1nccc2ccccc12 (stereo not given)
39. COc1cc(Cl)c(C)cc1NC(=O)c1cccc(OC)c1OC
40. NC(=O)c1ccc(NC(=O)COC(=O)c2ccc3ccccc3n2)cc1
41. COc1ccccc1C(=O)N1C[C@@H]2[C@H](c3ccccc31)[C@@H](CO)N2C(=O)C1CCCCC1
42. Oc1c(Cl)cc(Cl)cc1CNn1cnnc1

entry no.	37	38	39	40	41	42
RAD54 branch	5	·	-7	-4	-4	·
esBAF inh	5	·	57*	4	-3	·
CFTR F508del cor	-0.7	-3.0	-2.2	0.8	-4.3	-1.6
ARNT TACC3 PPI	-6	63*	-12	-10	·	3
ERAP1 inh	0	-1	7	-6	-2	1
RAD52 anneal inh	3	-32	-12	-66	11	-1
GSIS activator	-2	0	1	-8	-5	-1
Xi reactivation	-0.7	-0.1	0.4	0.0	0.3	0.0

43. CC(=O)OC(CC(=O)O)C[N+](C)(C)C (stereo not given)
44. CCOc1ccc(Cl)cc1S(=O)(=O)NCc1ccccn1
45. Cc1ccc(CNC(=O)CN(C)S(=O)(=O)c2ccc(F)cc2)cc1
46. COc1ccccc1C(=O)Nc1ccc2c(c1)C(=O)N(C)C[C@H](OC)[C@H](C)CN[C@H](C)CO2
47. CCCNC(=O)N1C[C@@H](C)[C@@H](OC)CN(C)C(=O)c2ccc(NS(=O)(=O)CC(F)(F)F)cc2OC[C@@H]1C
48. Cc1cc(C(C)(C)C)cc(C)c1CCNC(=O)c1c(C)noc1C

entry no.	43	44	45	46	47	48
RAD54 branch	-1	·	·	1	-5	0
esBAF inh	4	-5	·	2	-4	-9
CFTR F508del cor	-0.8	-0.1	-1.7	-1.0	-1.3	0.3
ARNT TACC3 PPI	-3	-8	·	-3	1	0
ERAP1 inh	1	-5	9	-2	·	2
RAD52 anneal inh	-16	-7	-12	2	-10	-2
GSIS activator	·	22	7	-1	-1	-33
Xi reactivation	-0.1	0.0	0.2	0.0	0.0	0.0

49. CC1(C(=O)Nc2ccc3c(c2)OCO3)CCN1C(=O)Cc1cccc2ccccc12 (stereo not given)
50. Cc1noc(C)c1NC(=O)Nc1ccc2c(c1)C(=O)N(C)[C@@H]1CC[C@H](CC(=O)N[C@H]3CCN(Cc4ccccc4)C3)O[C@@H]1CO2
51. Cc1ccc(S(=O)(=O)/N=C(/Nc2ccc(F)cc2F)c2ccccc2)cc1
52. COc1ccc(S[C@@H](CCN2CC[C@H](C)CCC2=O)c2ccccc2)cc1
53. CCOc1ccc(CCNC(=O)CSCC(=O)Nc2ccc(OC)cc2)cc1OCC
54. COc1ccc(Cl)cc1NC(=O)C1CCCN(c2ncnc3c2nc2n3CCCCC2)C1 (stereo not given)

entry no.	49	50	51	52	53	54
RAD54 branch	4	5	-4	-8	6	3
esBAF inh	2	-3	1	12	4	-2
CFTR F508del cor	0.3	2.8	4.3	-1.1	4.3	1.7
ARNT TACC3 PPI	·	8	-4	-6	-1	27
ERAP1 inh	3	-5	0	·	-2	3
RAD52 anneal inh	-25	14	10	4	-10	0
GSIS activator	-5	-4	·	4	-2	39
Xi reactivation	0.0	0.0	0.3	0.0	-0.1	0.3

55. COc1ccc(C(C)=O)cc1COc1ccccc1[N+](=O)[O-]
56. O=C([C@@H]1[C@@H](CO)[C@@H]2Cn3c(ccc(C4=CCCC4)c3=O)[C@@H]2N1Cc1nccs1)N1CCOCC1
57. COc1ccc2c3c(n(C)c2c1)[C@@H](CO)N(Cc1ccncc1)CC31CN(C(=O)C2CC2)C1
58. Cc1cc(C)c2c3c(c(-c4ccccc4)n2n1)c(=O)n(C)c(=O)n3C

entry no.	55	56	57	58
RAD54 branch	·	-23	·	-3
esBAF inh	·	-11	·	6
CFTR F508del cor	3.0	·	-1.2	3.6
ARNT TACC3 PPI	2	6	·	13
ERAP1 inh	0	1	2	·
RAD52 anneal inh	-15	-68	-15	-7
GSIS activator	9	22	-6	-14
Xi reactivation	0.3	0.5	0.4	-0.1
